Assay outcomes from PubChem BioAssay.
CHT block = inhibitors of human choline transporter CHT. actives 0.86% (n = 310,000). CHT-expressing cells, membrane potential dye, choline response; stronger effect = lower value. B-score at 10 µM. High affinity choline transporter 1 (Homo sapiens), Q9GZV3. AID 488975, 2010;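 active = B-score over 3 SD under the library average, and starting fluorescence ratio not unusually high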;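 note: choline stimulus applied at its EC90 after an EC20 pre-addition; B-score computed on integrated fluorescence ratio after choline addition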
Target sequence (Q9GZV3 whole entry, looked up): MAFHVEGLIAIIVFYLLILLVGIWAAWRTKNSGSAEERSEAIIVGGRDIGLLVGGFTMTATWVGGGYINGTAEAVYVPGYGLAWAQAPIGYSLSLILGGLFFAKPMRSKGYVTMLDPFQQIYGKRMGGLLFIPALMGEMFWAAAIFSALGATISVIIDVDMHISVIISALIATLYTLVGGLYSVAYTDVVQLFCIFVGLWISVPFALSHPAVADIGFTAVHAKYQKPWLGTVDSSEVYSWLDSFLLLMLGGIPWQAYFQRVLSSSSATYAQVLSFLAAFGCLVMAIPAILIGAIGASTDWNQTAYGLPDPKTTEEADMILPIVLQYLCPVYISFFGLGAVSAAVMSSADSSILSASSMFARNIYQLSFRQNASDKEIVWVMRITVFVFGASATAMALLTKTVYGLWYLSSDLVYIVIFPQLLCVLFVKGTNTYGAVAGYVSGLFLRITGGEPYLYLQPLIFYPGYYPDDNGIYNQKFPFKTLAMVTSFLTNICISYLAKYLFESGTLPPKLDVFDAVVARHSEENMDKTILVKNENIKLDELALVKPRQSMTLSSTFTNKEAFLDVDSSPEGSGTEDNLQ
CHT allo act = CHT positive allosteric modulators, primary screen, cell-based, membrane potential dye, choline EC20; CHT-expressing cells; stronger effect = higher value; LV-AA mutant CHT in HEK293 cells; AID 488977, 2010; B-score at 10 µM; actives 0.49% (n = 310,000);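 active = initial fluorescence not abnormally high and integrated response B-score, plate-corrected, over 3 SD above library mean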
Numbers without * were called inactive; i = inactive.

SMILES | CHT block | CHT allo act
Cc1nc(NC(=O)CSc2nnc3ccccn23)c(Cl)cc1Cl | i | i
c1cc[n+](CCC[n+]2ccccc2)cc1 | i | i
CCNC(=S)NNC(=O)c1cc(-c2ccc(OC)cc2)nc2ccccc12 | i | i
O=C(CCCc1cccs1)Nc1ccc2c(c1)OCO2 | i | i
CCN(CCCNC(=O)COc1cc(=O)n(CC)c2ccccc12)Cc1ccccc1 | i | i
COc1ccc(S(=O)(=O)NC(C)(C)C)cc1-c1nnc2c3ccccc3c(C)nn12 | i | i
COc1ccccc1-n1c(=S)[nH]c2c(sc(=S)n2-c2ccccc2)c1=O | i | i
CCc1cc2c(cc3c(=O)n(CC(=O)N4CCN(C)CC4)ncn32)s1 | i | i
O=C(CCc1nc2ccccc2c(=O)[nH]1)OCc1ccc(-c2ccccc2)cc1 | i | i
O=S(=O)(c1cccc(C(F)(F)F)c1)c1ccc(O)cn1 | i | i
CCCCc1c(O)nc(SCC(=O)NCC2CCCO2)[nH]c1=O (stereo not given) | i | i
COC(=O)C1=CNC=C(C(=O)OC)C1c1cccc2ccccc12 | i | i

Arranged by heavy-atom count (highest first): part of the list above
SMILES | CHT block | CHT allo act
O=C(CCc1nc2ccccc2c(=O)[nH]1)OCc1ccc(-c2ccccc2)cc1 | i | i
CCNC(=S)NNC(=O)c1cc(-c2ccc(OC)cc2)nc2ccccc12 | i | i
COc1ccccc1-n1c(=S)[nH]c2c(sc(=S)n2-c2ccccc2)c1=O | i | i
CCc1cc2c(cc3c(=O)n(CC(=O)N4CCN(C)CC4)ncn32)s1 | i | i
COC(=O)C1=CNC=C(C(=O)OC)C1c1cccc2ccccc12 | i | i
CCCCc1c(O)nc(SCC(=O)NCC2CCCO2)[nH]c1=O (stereo not given) | i | i

(list continues)
SMILES | CHT block | CHT allo act
c1ccc2c(Nc3nc(-c4ccncc4)nc4ccccc34)cccc2c1 | i | i
CC(C)CC(=O)c1c[nH]c(C(=O)O)c1 | i | i
Cc1[nH]c2ccccc2c1CCNC(=O)CCC(=O)c1ccccc1 | i | i
CCc1nccn1S(=O)(=O)c1cc(Br)ccc1OC | i | i
CCc1ccc(C(=O)COC(=O)CNC(=O)c2ccc(N3C(=O)c4ccccc4C3=O)cc2)cc1 | i | i
CCN(CC)c1ccc(C=Nc2cccnc2Cl)c(O)c1 | i | i
CCOC(=O)c1c(C)[nH]c(C)c1C(=O)COC(=O)c1cccc(S(=O)(=O)NC)c1 | i | i
COc1ccc(NC(=O)CN(C)C(=O)c2cc(CN3C(=O)c4ccccc4C3=O)ccc2OC)cc1 | i | i
COc1cccc(CNC(=O)CCNC(=O)C2CCN(S(=O)(=O)c3ccccc3)CC2)c1 | i | i
CCOc1ccccc1NC(=O)C(OC(=O)c1ccc(O)cc1)c1ccccc1 (stereo not given) | i | i
CCc1nnc(SCC(=O)Nc2ccccc2)nc1CC | i | i
CC1CCCCN1C(=O)CCS(=O)(=O)c1cc2c(cc1Cl)NC(=O)CO2 (stereo not given) | i | i
O=C(CCC(=O)N1CCOc2ccccc21)NCCc1ccccc1 | i | i
CCCCOc1ccc(/C=C/C(=O)N(CC)CC(=O)Nc2ccc3c(c2)OCCO3)cc1OC | i | i
COc1cccc(NC(=O)Nc2nc(SC(C)(C)C)ns2)c1 | i | i
CCc1nnc(NC(=O)CSc2ccc(-c3ccc(-n4cccn4)cc3)nn2)s1 | i | i
COC(=O)C(C(=O)OC)c1ncccc1[N+](=O)[O-] | i | i
CN(C)c1nc(N)c([N+](=O)[O-])c(NCCO)n1 | i | i
CCOC(=O)c1sc(Nc2nc3c(F)cccc3s2)cc1C | i | i
Cc1cccc(C(=O)Nc2nnc(-c3ccc(C(C)(C)C)cc3)s2)c1 | i | i
CCc1ccc(NC(=O)c2ccc3c(c2)C(=O)N(Cc2ccco2)C3=O)cc1 | i | i
O=C(Cc1ccc([N+](=O)[O-])cc1)N/N=C/c1cccnc1 | i | i
COc1ccccc1/C=N/NC(=O)c1nnn(-c2nonc2N)c1CN(C)c1ccccc1 | i | i
CCCn1c(SCC(=O)Nc2ccc(OC)cc2)nnc1-c1ccncc1 | i | i
Cc1nc2ccc(Cc3ccc4nc(C)[nH]c4c3)cc2[nH]1 | i | 7.5*
CCC(=O)c1ccc(OCC(=O)OCC(=O)N2CCc3ccccc32)cc1 | i | i
COCc1cc(C)nc(SCC(=O)Nc2ccc(N3CCOCC3)cc2)c1C#N | i | i
COC(=O)N/N=C/c1ccc([N+](=O)[O-])s1 | i | i
COc1ccc(OC)c(CNC(=O)C2CCCN(S(=O)(=O)N3CC(C)CC(C)C3)C2)c1 (stereo not given) | i | i
O=C(O)c1ccccc1-c1cn2cc(Cl)ccc2n1 | i | i
CCOC(=O)c1ccc(-n2cncn2)nc1 | i | i
COc1ccc(CCNC(=O)c2ccc(Cl)cc2Cl)cc1OC | i | i
COc1ccc(N2CCN(C(=O)c3ccc(N(C)S(=O)(=O)c4ccc(C)cc4)cc3)CC2)cc1 | i | i
COc1ccc(/C=N/NC(=S)NCC2CCCO2)cc1 (stereo not given) | i | i
COc1cc(/C=C/C(=O)OCC(=O)Nc2cc(C(F)(F)F)ccc2N2CCOCC2)ccc1O | i | i
COc1cc(OC)c(C2=Nc3ccc(Br)cc3C(c3ccccc3)N2CC(=O)NN)cc1OC (stereo not given) | i | i

Reprinted from the part before: 5 entries, then new ones.
SMILES | CHT block | CHT allo act
COc1ccc(CCNC(=O)c2ccc(Cl)cc2Cl)cc1OC | i | i
COc1ccc(N2CCN(C(=O)c3ccc(N(C)S(=O)(=O)c4ccc(C)cc4)cc3)CC2)cc1 | i | i
COc1ccc(/C=N/NC(=S)NCC2CCCO2)cc1 (stereo not given) | i | i
COc1cc(/C=C/C(=O)OCC(=O)Nc2cc(C(F)(F)F)ccc2N2CCOCC2)ccc1O | i | i
COc1cc(OC)c(C2=Nc3ccc(Br)cc3C(c3ccccc3)N2CC(=O)NN)cc1OC (stereo not given) | i | i
O=C(O)c1ccc(Cl)c(S(=O)(=O)Nc2ccc(OCc3ccccc3)cc2)c1 | i | i
COc1ccc(-c2oc3ccccc3c2C(=O)OCc2ccc(O)cc2)cc1 | i | i
COC(=O)CN(C)C1CC(=O)N(c2ccc(Cl)cc2)C1=O (stereo not given) | i | i
Cc1ccc(-n2c(O)c(C=NCc3ccccn3)c3ccccc3c2=O)cc1C | i | i
COC(=O)[C@@]12CCCCN1[C@H](c1ccc(-c3cccc(Cl)c3)cc1)[C@H]1C(=O)N(C)C(=O)[C@H]12 | i | i
COc1ccc(-c2nc3nc(C)cc(C)n3n2)cc1 | i | i
CC(C)(C)C(=O)N1CCN(c2ccc(NC(=O)c3ccc4c(c3)OCCO4)cc2)CC1 | -5.4* | i
CC(C)/C=C/C(=O)N1CCCC(N2CCN(c3ccccc3F)CC2)C1 (stereo not given) | i | i
Cc1ccc(C(=O)CSc2nnc(-c3cccnc3)n2N)cc1 | i | i
CC1(C(=O)O)CCC(C(=O)NNC(=O)c2ccccc2Cl)C1(C)C (stereo not given) | i | i
CC(=O)c1ccccc1NC(=O)COC(=O)c1ccc2c(c1)nc(C)n2-c1ccccc1 | i | i
O=C(Nc1sc2c(c1-c1nc3ccccc3[nH]1)CCCC2)C1CC1 | i | i
COCCN(C(=S)Nc1ccc(OC)cc1)C1CCN(C(C)C)CC1 | i | i
O=C1OCCN1CC(=O)N1CCc2c([nH]c3ccccc23)C1c1ccccn1 (stereo not given) | i | i
O=C1C(c2ccccc2)NC(=S)N1C1CCCCC1 (stereo not given) | i | i
COc1ccccc1-c1ccc(SCC(=O)NC2CCCC2)nn1 | i | i
CCS(=O)(=O)N1CCCC(C(=O)NCc2cccc(OC)c2)C1 (stereo not given) | i | i
c1csc(CNc2ncnc3nc[nH]c23)c1 | i | i
O=C(CN(c1cc(Cl)ccc1Cl)S(=O)(=O)c1ccccc1)N1CCOCC1 | i | i
Cc1ccccc1N(C(=O)c1ccco1)C(C(=O)NC1CCCC1)c1cccnc1 (stereo not given) | i | i
Cc1cccc2c1-c1sc(C(=O)NCCCN3CCc4ccccc4C3)cc1CO2 | i | i
Cc1ccc(-n2c(-c3ccccc3)cc(=O)nc2C)cc1 | i | i
Cc1ccc(C)c(OCCC(=O)OCC(=O)c2ccc3c(c2)NC(=O)CO3)c1 | i | i
CCOc1ccccc1N1CC(C(=O)N(Cc2nnc(-c3ccccc3Cl)o2)C2CC2)CC1=O (stereo not given) | i | i
CC(C)c1nc(C(=O)N2CCc3c([nH]c4ccccc34)C2c2ccccn2)cs1 (stereo not given) | i | i
CCOC(=O)C1=C(c2ccccc2)N=C2SCC(=O)N2C1c1cccc(OC)c1 (stereo not given) | i | i
CCO[C@@H]1OC(C(=O)N2CCN(Cc3ccc4c(c3)OCO4)CC2)=C[C@H](C2CC2)[C@H]1CCCO | i | i
CC(C)(C)N(NC(=O)c1ccccc1)C(=O)c1ccc(C(=O)N(NC(=O)c2ccccc2)C(C)(C)C)cc1 | i | i
Fc1ccc(-c2ccnc3nc(N4CCOCC4)nn23)cc1 | i | i
Cc1nc(N2CCN(C)CC2)c2c(C)c(C(=O)Nc3ccc(F)cc3)sc2n1 | i | i
O=c1[nH]c(SCc2ccccc2Cl)nc2c1CCCC2 | i | i
Cn1c(=O)c2c(nc(Sc3ncccn3)n2Cc2ccc(Cl)cc2)n(C)c1=O | i | i
CCc1cccc(NC(=O)Cn2c3[n+](c4ccc(C(F)(F)F)cc42)CCCCC3)c1 | i | i
O=C(Nc1cccc(NC(=O)N2CCN(c3ccccc3)CC2)c1)N1CCN(c2ccccc2)CC1 | i | i
COCC(=O)n1nc(-c2ccc(Cl)cc2)nc1NCc1ccc(F)cc1 | i | i
CC(Sc1nc2ccccc2s1)C(=O)NC1CCCc2ccccc21 (stereo not given) | i | i
COc1ccccc1C(CNC(=O)c1ccc(NS(=O)(=O)c2ccc(F)c(C)c2)cc1)N(C)C (stereo not given) | i | i
COc1ccc(CCNC(=O)c2cc(-c3ccc(C)cc3O)n[nH]2)cc1OC | i | i
Cc1cc(=O)[nH]c(SCc2ccccc2)n1 | i | i
CN(CC(=O)N1CCCCCC1)S(=O)(=O)c1cccc2cccnc12 | i | i
COc1ccc(C2=NOC3(CC(=O)N(c4ccc(F)cc4)C3=O)C2)c(OC)c1 (stereo not given) | i | i
COc1ccc(OC)c(NC(=O)CSc2nnc(CCCO)n2-c2ccccc2)c1 | i | i
CCCN(CCC)CCCNS(=O)(=O)c1cc(Br)cc2c1N(C(C)=O)CC2 | i | i
Cc1ccc(S(=O)(=O)NCc2cn3ccsc3n2)c(C)c1 | i | i
O=C(NC(=S)Nc1ccccc1)c1cccs1 | i | i
Fc1ccc(C2c3cccn3CCN2C(=S)Nc2cccc(F)c2)cc1 (stereo not given) | i | i
COc1ccc(C(=O)Nc2cc3c(cc2C(=O)O)OCCCO3)c(OC)c1 | i | i
O=[N+]([O-])c1ccccc1S(=O)(=O)Nc1nc2ccccc2s1 | i | i

Looked up one by one from above:
SMILES | CHT block | CHT allo act
COc1ccc(OC)c(NC(=O)CSc2nnc(CCCO)n2-c2ccccc2)c1 | i | i
COc1ccc(CCNC(=O)c2cc(-c3ccc(C)cc3O)n[nH]2)cc1OC | i | i
O=[N+]([O-])c1ccccc1S(=O)(=O)Nc1nc2ccccc2s1 | i | i
COc1ccc(C2=NOC3(CC(=O)N(c4ccc(F)cc4)C3=O)C2)c(OC)c1 (stereo not given) | i | i
COc1ccccc1C(CNC(=O)c1ccc(NS(=O)(=O)c2ccc(F)c(C)c2)cc1)N(C)C (stereo not given) | i | i

The list goes on.
SMILES | CHT block | CHT allo act
CCCSC1=C(C#N)C(c2ccccc2C)CC(=O)N1 (stereo not given) | i | i
COc1ccc(C(=O)N2CCC(O)(c3ccc(F)cc3)CC2)cc1OC | i | i
Cc1ccccc1-n1c(-c2ccc(=O)[nH]n2)n[nH]c1=S | i | i
Cc1[nH]c2ccccc2c1/C=N/NC(=O)c1cccc(Br)c1 | i | i
COC(=O)[C@@H]1C[C@@]2(O)[C@@H](O)[C@@H](O)[C@@H](O)C[C@H]2N1Cc1ccc(C)s1 | i | i
Cc1ccccc1NC(=O)C1CCCN(S(=O)(=O)c2cccc3cccnc23)C1 (stereo not given) | i | i
COc1ccc(S(=O)(=O)n2nc(-n3c(C)ccc3C)c3c(F)cccc32)cc1OC | i | i
Cc1cc2nc(=O)c(/C=C3\C=Nc4ccccc43)c(N)n2o1 | i | i
Cn1c(=O)n(C/C=C/c2ccccc2)c(=O)c2c1nc1n2CCCN1c1ccc(F)cc1 | i | i
Cc1cc(C)n(-c2cc(Cl)cc(Cl)c2)c(=O)c1C#N | i | i
O=C(NCCc1ccccc1)C1CCN(S(=O)(=O)c2cccnc2)CC1 | i | i
CCc1nn2cc(C(=O)c3cc(Cl)ccc3O)cnc2c1-c1ccc(F)cc1 | i | i
CCOC(=O)C1=C(C)N(CCCCCC(=O)O)C(=O)NC1c1ccccc1OS(=O)(=O)c1ccc(C)cc1 (stereo not given) | i | i
Cc1ccc(C(=O)/C=C/Nc2ccc3c(c2)OCO3)cc1 | i | i
Cc1cc(C)c(CSc2ncnc3nc[nH]c23)c(C)c1 | i | i
COc1cccc(-c2c3c([nH]c(=O)c2C#N)CCc2cc(OC)ccc2-3)c1 | i | i
CC(C)(C)c1nc2c(s1)CCc1onc(-c3ccc(Br)cc3)c1-2 | i | i
CN(C)S(=O)(=O)c1cccc(NC(=O)CN2C(=O)NC(CCc3ccccc3)C2=O)c1 (stereo not given) | i | i
Cc1ccc(S(=O)(=O)N2CCCCC2)cc1C(=O)N(CCc1ccccc1)Cc1ccccc1 | i | i
CCNC(=O)CN(C1CCCCC1)S(=O)(=O)c1ccc(F)cc1 | i | i
CCc1nnc(NC(=O)CSc2nnc(-c3ccc(NS(=O)(=O)c4ccccc4)cc3)o2)s1 | i | i
COCCNC(=O)CS(=O)(=O)Cc1nc(-c2ccc(C)cc2)oc1C | i | i
CCC(C)NC(=S)Nc1ccc2nc(N3CCOCC3)cc(C)c2c1 (stereo not given) | i | i
O=C(NC1CCCC1)c1ccccc1-c1ccccc1 | i | i
O=C(O)c1ccc(C(=O)Nc2cccc(NC(=O)C3CCCO3)c2)cc1 (stereo not given) | i | i
